SR-BI DiI inh: inhibitors of mouse SR-BI mediated HDL lipid uptake. ldlA[mSR-BI] CHO cells, DiI-HDL uptake fluorescence, 3 h. inhibition, % at 12.5 µM. hit rate 0.96% among 320,000. AID 488896;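 active means mean replicate inhibition of at least 70% and a set share of replicates each scoring 70 or more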;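 further: 0% = median of neutral control wells and 100% = median of positive control wells; values of inactives mirror those of a sister screen read the other way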
Keap1 Nrf2 FP: Keap1-Nrf2 (human) interaction inhibition. Q14145. inhibition, % at 9.4 µM. Keap1 Kelch-Nrf2 peptide fluorescence polarization, 1536-well. hit rate 0.15% among 340,000. AID 504523; in the data active means inhibition above about 12%;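 further: human Keap1 Kelch domain with fluorescein labeled Nrf2 9mer peptide probe; 0% = neutral control wells and 100% = peptide positive control; higher means more block of Keap1 binding to Nrf2 peptide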
PvdQ acylase: blocks Pseudomonas aeruginosa PvdQ acylase activity | AID 488965 | hit rate 0.063% among 340,000 | inhibition, % at 10 µM | purified PvdQ acylase, fluorescence plate reader; in the data active means inhibition above about 30%, passing the limit was not always enough;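 further: 0% = vehicle neutral wells and 100% = reference inhibitor wells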
C-LANA FP: KSHV C-LANA DNA binding inhibition | hit rate 0.078% among 340,000 | AID 504423 | inhibition, % at 9 µM | MBP-C-LANA/FAM-LBS DNA binding, fluorescence polarization;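 active means highest replicate inhibition at or above 60% at 9 µM, even if other replicates fall short; inactive means all replicates below 60% inhibition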;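 further: 0% = neutral control wells and 100% = 4 µM acridine orange control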
PKA-R2B activ: activates the human PKA-R2B holoenzyme complex | hit rate 0.079% among 340,000 | AID 504700 | PKA-R2B holoenzyme dissociation, Cy5-IP20 fluorescence polarization; R2B truncated from residue 108, S112A mutant; 0% DMSO only, 100% 113 µM cGMP | activation, % at 11.4 µM | P22694+P31323;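 active means activation above a cutoff set at the mean over all compounds plus 3 SD, cut at about 18% in these data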;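 further: higher means more holoenzyme dissociation and a rise in polarization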
NSD2 inh: blocks human histone methyltransferase NSD2 | hit rate 0.54% among 310,000 | NSD2 peptide methylation, AlphaScreen, 120 min | inhibition, % at 12.5 µM; in the data active means inhibition above about 50%
Target sequence (O96028 whole entry, looked up): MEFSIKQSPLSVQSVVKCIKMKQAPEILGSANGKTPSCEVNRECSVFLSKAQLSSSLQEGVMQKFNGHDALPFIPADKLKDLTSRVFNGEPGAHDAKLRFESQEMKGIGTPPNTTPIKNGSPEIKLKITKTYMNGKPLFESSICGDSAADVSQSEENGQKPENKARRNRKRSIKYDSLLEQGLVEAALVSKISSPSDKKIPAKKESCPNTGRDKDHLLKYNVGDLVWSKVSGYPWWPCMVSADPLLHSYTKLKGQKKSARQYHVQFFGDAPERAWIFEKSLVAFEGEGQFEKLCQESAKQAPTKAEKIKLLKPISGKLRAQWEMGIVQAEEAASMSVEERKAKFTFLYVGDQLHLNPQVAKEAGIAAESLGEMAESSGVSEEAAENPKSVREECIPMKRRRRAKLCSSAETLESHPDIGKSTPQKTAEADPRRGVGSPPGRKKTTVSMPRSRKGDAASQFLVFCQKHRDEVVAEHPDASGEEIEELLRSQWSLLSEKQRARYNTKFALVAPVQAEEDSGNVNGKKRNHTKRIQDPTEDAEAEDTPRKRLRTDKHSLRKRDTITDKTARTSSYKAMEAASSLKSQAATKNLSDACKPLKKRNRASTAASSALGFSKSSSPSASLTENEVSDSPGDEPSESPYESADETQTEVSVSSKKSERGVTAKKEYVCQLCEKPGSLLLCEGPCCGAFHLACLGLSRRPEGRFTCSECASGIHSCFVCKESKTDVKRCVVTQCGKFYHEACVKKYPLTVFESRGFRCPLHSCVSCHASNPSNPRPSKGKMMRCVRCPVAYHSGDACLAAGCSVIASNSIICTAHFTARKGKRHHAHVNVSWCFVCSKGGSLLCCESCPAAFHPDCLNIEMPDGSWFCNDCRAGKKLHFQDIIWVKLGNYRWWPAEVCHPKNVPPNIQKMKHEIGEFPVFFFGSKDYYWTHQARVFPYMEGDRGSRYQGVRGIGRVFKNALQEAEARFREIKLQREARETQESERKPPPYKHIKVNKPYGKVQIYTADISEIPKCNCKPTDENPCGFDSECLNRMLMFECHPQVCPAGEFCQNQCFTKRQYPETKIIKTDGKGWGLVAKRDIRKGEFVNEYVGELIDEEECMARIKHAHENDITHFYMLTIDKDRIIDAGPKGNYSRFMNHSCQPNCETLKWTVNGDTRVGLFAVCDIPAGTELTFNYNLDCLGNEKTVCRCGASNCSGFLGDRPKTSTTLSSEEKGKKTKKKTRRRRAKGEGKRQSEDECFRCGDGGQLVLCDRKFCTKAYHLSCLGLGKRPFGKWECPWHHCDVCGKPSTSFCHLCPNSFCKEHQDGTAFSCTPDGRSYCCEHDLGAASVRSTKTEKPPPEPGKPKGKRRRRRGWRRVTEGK
Arr AP2 block: blocks beta-arrestin peptide binding to AP2 adaptin; hit rate 0.31% among 340,000; inhibition, % at 10 µM; AID 504490; FITC-arrestin peptide / GST-AP2 beads, flow cytometry; AP2 beta2 appendage carries R879A mutation;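 active means inhibition above a set limit, near 3 SD of compounds lacking own fluorescence, cut at about 54% in these data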;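 further: plate controls were DMSO wells for no effect and 5 µM unlabelled arrestin peptide for full effect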
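System: GST-AP2 R879A glutathione beads; medium: PBS, Tween 20 0.05%, BSA 0.1%; reagent: fluorescein-tagged arrestin peptide at 50 nM final; schedule: pre-incubation 12 min, peptide binding 1 h, room temperature; detection: flow cytometry, FL1 (488/535 nm); read-out: inhibition as reduced fluorescein signal on beads, percent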
DAGLB inh: diacylglycerol lipase beta (human) inhibition. HEK293T DAGLB membrane lysate, EnzChek fluorogenic substrate. inhibition, % at 5.17 µM. hit rate 0.059% among 340,000. AID 504411; in the data active means inhibition above about 34%;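 further: 0% = enzyme with vehicle and 100% = wells lacking enzyme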
SR-BI uptake up: SR-BI HDL lipid transfer activation; activation, % at 12.5 µM; CHO ldlA[mSR-BI] cells, DiI-HDL uptake fluorescence, 3 h; 100 = double the neutral-control signal; hit rate 0.096% among 320,000;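 active means mean replicate activation of at least 60% and every replicate at or above 60%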;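 further: 0% = median plate neutral-control signal and 100% = twice that signal; values of inactives mirror those of a sister screen read the other way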
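Test system: SR-BI-overexpressing, LDLR-lacking CHO cells. Measured by: DiI fluorescence, bottom read. Medium: Ham's F12 with 0.5% BSA, HEPES 25 mM, pH 7.4. Timing: 3 h uptake period with compound, 37 °C.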
Cardiac RTF inh: cardiac RTF calcium desensitization; P19429+P45379; IANBD-labeled cardiac RTF, Ca2+ fluorescence; inhibition, % at 7.15 µM; hit rate 0.12% among 340,000; AID 493244;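 active means inhibition above the mean inhibition of all tested compounds plus 3 SD, cut at about 17% in these data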;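 further: assay run at fixed EC70 calcium of 1.6 mM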
Starred values were filed as active, the others as inactive; . = not tested or not shown. Random draw from the library. About 2.1% of those tested had a hit in this group.

SMILES	SR-BI DiI inh	Keap1 Nrf2 FP	PvdQ acylase	C-LANA FP	PKA-R2B activ	NSD2 inh	Arr AP2 block	DAGLB inh	SR-BI uptake up	Cardiac RTF inh
CC(=O)Nc1cccc(C(=O)NNC(=O)c2ccccc2-n2cccc2)c1	-11	0	-9	0.1	6	8	11	-3	11	-12
COc1ccc(C(=O)N2CCCCC2)cc1S(=O)(=O)Nc1ccccc1	-27	0	-12	-1.3	-4	0	3	-1	27	-4
CCc1c(C2(O)CCCCC2)[nH]c2cc(C(F)(F)F)ccc12	23	2	-14	-0.4	-7	.	-3	-11	-23	3
Cc1[nH]nc2c1/C(=N\O)CCC2	-14	-3	-10	0.0	-1	-2	2	-2	14	-1
CC(C)n1c(/N=C/c2ccccc2O)nc2ccccc21	5	-3	-1	0.3	0	-1	13	-2	-5	0
O=C(Cn1c(=O)n(-c2ccccc2)c(=O)n1CC(=O)N1CCCCC1)N1CCCCC1	-7	-1	-7	-0.2	5	-2	-2	-1	7	1
CCc1cccc(CC)c1NC(=O)CSc1nc2ccc(N3C(=O)C4C5C=CC(C5)C4C3=O)cc2s1 (configuration not stated)	61	-6	-7	0.3	7	-3	13	-1	-61	-7
CCc1ccc(C(=O)COC(=O)C(CCSC)NC(=O)c2ccccc2)cc1 (configuration not stated)	-1	-1	-8	0.3	0	-3	3	-5	1	-4
CC1(N2CCOCC2)C(=O)c2ccccc2C1=O	7	-4	-16	-0.8	1	-3	-9	1	-7	-19
O=c1[nH]c(-c2ccccc2F)nc2c1sc(=S)n2Cc1ccccc1	-16	-4	-13	-0.2	3	0	4	9	16	0
COCCn1c(SCC(=O)NNC(=O)c2ccccc2)nc2ccccc21	8	-5	-5	0.2	0	3	-9	-1	-8	-4
C=CCNC(=O)/C(C#N)=C/c1c(N2CCN(c3ccccc3)CC2)nc2c(C)cccn2c1=O	12	6	-11	0.4	-1	-1	-28	2	-12	-6
O=C(O)Cn1cnc2c(oc3ccccc32)c1=O	.	-2	-18	1.4	-6	-2	-14	-2	.	-14
CCC(=O)Nc1nnc(S(=O)(=O)N2CCCCCC2)s1	.	4	6	-0.6	10	.	6	-5	.	-6
CCNc1c(N)c(=O)oc2ccccc12	-26	-3	3	1.7	-12	2	16	-3	26	-10
O=C(NNC(=S)Nc1ccc(Br)cc1)c1ccccc1	-3	0	-9	-0.7	-7	2	2	-1	3	-11
Cc1nc2ccccc2n1CC(=O)OCC(=O)N1CCC(C)CC1	-8	-3	-14	0.5	2	-1	14	3	8	0
Cc1cc(C(=O)NCCCN(C)C)c2ccccc2n1	-7	1	-11	-1.2	0	2	-7	0	7	-5
O=C(CN1C(=O)NC2(CCc3ccccc32)C1=O)NCC(=O)Nc1ccc(F)cc1 (configuration not stated)	-13	-4	-9	-1.2	-3	.	16	1	.	-2
CSCCC(NC(=O)c1ccccc1)C(=O)N/N=C(\C)c1ccccc1 (configuration not stated)	-3	-3	-15	-0.6	4	-2	11	0	3	0
COc1ccc(CCCc2n[nH]c(=S)o2)cc1	-23	0	8	1.3	4	-1	16	1	23	-2
N=C(N)SCc1ccc(Cl)cc1Cl	28	-3	1	-1.3	2	-5	23	-1	-28	7
O=C1CC(c2ccccc2)n2nc(N3C(=O)c4ccccc4C3=O)nc2N1 (configuration not stated)	-34	1	-9	-0.8	0	1	-5	0	34	-3
Cc1ccc(C2CC(=O)c3cnc(N4CCN(c5ccccc5)CC4)nc3C2)cc1 (configuration not stated)	-14	0	-20	0.2	-5	-2	6	-2	14	-4
CCOC(=O)N1CCN(C(=O)COc2ccc(S(=O)(=O)NC3CCCCC3)cc2C)CC1	48	2	-6	1.4	-3	-1	-2	-4	-48	-8

A second format for some results above.
Every second line gives: SR-BI DiI inh | Keap1 Nrf2 FP | PvdQ acylase | C-LANA FP | PKA-R2B activ | NSD2 inh | Arr AP2 block | DAGLB inh | SR-BI uptake up | Cardiac RTF inh
O=C1CC(c2ccccc2)n2nc(N3C(=O)c4ccccc4C3=O)nc2N1 (configuration not stated)
    -34 | 1 | -9 | -0.8 | 0 | 1 | -5 | 0 | 34 | -3
COc1ccc(CCCc2n[nH]c(=S)o2)cc1
    -23 | 0 | 8 | 1.3 | 4 | -1 | 16 | 1 | 23 | -2
CCc1c(C2(O)CCCCC2)[nH]c2cc(C(F)(F)F)ccc12
    23 | 2 | -14 | -0.4 | -7 | . | -3 | -11 | -23 | 3
O=C(O)Cn1cnc2c(oc3ccccc32)c1=O
    . | -2 | -18 | 1.4 | -6 | -2 | -14 | -2 | . | -14

Later entries
SMILES	SR-BI DiI inh	Keap1 Nrf2 FP	PvdQ acylase	C-LANA FP	PKA-R2B activ	NSD2 inh	Arr AP2 block	DAGLB inh	SR-BI uptake up	Cardiac RTF inh
O=c1[nH]c(=S)[nH]c2sc3c(c12)CCCCCC3	13	-3	-13	2.4	-9	1	11	7	-13	-2
C=CCOC(=O)C1=C(C)N=C2SCCC(=O)N2C1c1ccc(OC(=O)c2ccco2)cc1 (configuration not stated)	5	-2	-8	-0.7	-11	-1	9	-5	-5	-2
CC(=O)c1cnc(Nc2cccc(C)c2)s1	-6	-1	13	0.6	-17	-3	7	3	6	-9
CN=C1SC(CC(=O)Nc2ccc(F)cc2F)C(=O)N1/N=C/c1ccc(OC(F)F)c(OC)c1 (configuration not stated)	64	-1	-10	1.2	3	-2	7	-3	-64	-5
COC(=O)[C@H](CCSC)NC(=O)Cn1cnc2c(NCc3ccccc3)ncnc21	0	0	1	-1.2	-2	.	4	1	0	-5
CCOc1cc(C#N)ccc1OCC(=O)NNC(=O)CC1CCS(=O)(=O)C1 (configuration not stated)	4	.	-5	.	-7	0	-16	2	-4	0
CCC1CCCCN1CCCNC(=O)CC1Oc2ccc(C)cc2NC1=O (configuration not stated)	1	3	-5	-5.1	-5	.	16	0	-1	-14
COc1ccc(OC)c(NC(=O)c2cc(S(=O)(=O)N3CCCCC3)c[nH]2)c1	27	-1	-3	-0.9	-6	.	22	-16	-27	-7
CC(Cc1ccccc1)Nc1ncnc2c1ncn2C1OC(CO)C(O)C1O (configuration not stated)	6	-1	-10	-6.4	13	.	12	2	-6	5
COCCCNC(=O)Cn1nnc(-c2ccc(NC(=O)c3ccc(F)cc3)cc2)n1	20	-3	-23	-0.6	-6	-4	13	-4	-20	-16
Cc1ccccc1C(=O)Nc1nnc(CC(=O)N/N=C/c2ccncc2)s1	13	-1	-14	0.1	.	-1	-25	.	-13	.
CN(C)C(=O)c1nnc(Cc2ccc(Cl)cc2)o1	-11	-4	-15	-0.7	3	.	-1	-1	11	-14
COC(=O)c1ccc(/C=N\NC(=O)c2c(C)nc3ccc(Cl)cn23)cc1	-8	-3	8	1.3	-9	.	2	0	8	-6
Cc1nnsc1Sc1cccc(C(F)(F)F)c1	-11	-8	-13	0.3	-8	7	6	0	11	-4
Nc1nnc(CSCc2ccc(Cl)cc2)s1	-3	-1	-7	0.3	1	-2	-2	1	3	-12
FC(F)(F)c1cc(-c2ccccc2)nc(NCC2CCCO2)n1 (configuration not stated)	24	0	-4	-0.9	-2	-3	-5	-7	-24	-1
O=C(NC1CC1)c1cc(Cl)nc2ccccc12	-12	0	19	-0.1	-6	-6	16	-2	12	1
COc1cccc(N2CCN(C(c3ccccn3)c3nnnn3C(C)(C)C)CC2)c1 (configuration not stated)	-3	2	-2	0.4	-2	0	-7	0	3	6
CCC(=O)N/C(=N/c1nc(C)cc(C)n1)Nc1ccc(C)cc1	-3	4	-6	0.0	-3	-2	5	-4	3	-1
C/C(=N/OC(=O)C1CC12CCC2)c1ccc(Br)cc1 (configuration not stated)	-6	0	-9	0.9	-15	-5	4	-7	6	-11
Cc1ccc(S(=O)(=O)N2CCCCC2)cc1NC(=O)C1CCCO1 (configuration not stated)	0	-1	-14	1.7	4	-1	10	-3	0	-3
O=C(Cc1ccccc1)N/N=C/c1ccc2c(c1)OCO2	7	1	-3	-1.1	.	0	-9	.	-7	.
CCOC(=O)/C(C#N)=C1/C=CN(C)C=N1	-13	-2	-7	0.7	0	-1	4	-1	13	-6
COc1ccc(-c2[nH]ncc2CNCCc2ncccc2C)cc1F	-14	0	-9	2.6	-9	2	8	2	14	0
COC(=O)CCCCCCCCCC[N+]1(C)CCCCC1	2	3	-2	-3.5	-8	0	21	-3	-2	12
Further entries follow:
SMILES	SR-BI DiI inh	Keap1 Nrf2 FP	PvdQ acylase	C-LANA FP	PKA-R2B activ	NSD2 inh	Arr AP2 block	DAGLB inh	SR-BI uptake up	Cardiac RTF inh
Cc1nn(-c2ccccc2)c2c1C(=O)N(Cc1ccccc1)C(=O)C(C)(C)C2	9	-1	6	-0.3	-7	-2	26	-9	-9	-1
Cc1ccc(NC(=O)CSc2ccc3nnc(-c4cccnc4)n3n2)cc1	3	-4	-9	0.8	6	-1	-11	0	-3	-10
S=C(NCc1ccccc1)Nc1ccc2ccccc2c1	-8	3	-5	1.9	-1	-2	-4	-2	8	-8
O=C(COC(=O)CCOc1ccccc1)Nc1ccc(Cl)cn1	-12	-3	2	1.3	5	1	21	-4	12	2
Nc1cc(-c2nn[nH]n2)ccc1F	-18	2	4	4.1	-6	4	4	-5	18	-5
COc1ccc(C(=O)Nc2cccc([N+](=O)[O-])c2)cc1Br	83*	-6	-15	0.1	-8	0	-4	-2	-83	-3
O=C(c1ccccc1)c1ccc2c(c1)OCCCO2	0	1	2	-1.6	-5	-2	38	-5	0	4
COc1c(/C=N/Nc2ccc([N+](=O)[O-])cc2[N+](=O)[O-])c(C)nn1-c1ccccc1	64	2	-10	-0.1	0	-5	2	1	-64	-8
Cc1ccc(C)c(CSc2nnc([C@@H]3CCCN3)o2)c1	-35	-3	-12	-0.1	5	-1	10	-4	35	-14
CC(=O)Nc1ccc(NC(=O)Oc2ccccc2)cc1	-2	0	23	0.2	-1	1	25	1	2	-6
OCC1OC(n2cnc3ccccc32)CC1O (configuration not stated)	5	2	-10	-1.3	-3	-1	-5	-4	-5	-3
C=CC[C@H](CC(=O)NCCO)C(=O)NCCOC(=O)[C@@H](CC=C)CC(=O)OC(C)(C)C	-11	-1	1	-5.6	-9	.	-4	-2	11	4
Cc1onc(-c2c(F)cccc2Cl)c1C(=O)NCc1ccc(S(N)(=O)=O)cc1	-9	-6	-14	-3.0	6	6	-1	-1	9	-5
O=C(Cc1ccc(NC(=O)C2CCN(C(=O)C3CC3)CC2)cc1)Nc1ccc(C(=O)N2CCOCC2)cc1	-31	-2	12	0.6	-4	.	8	-2	31	0
CCc1noc(C)c1C(=O)OCC(=O)N1CCc2ccccc21	17	-3	1	0.2	-8	-1	23	-3	-17	-1
COc1ccc(C(=O)O)cc1S(=O)(=O)N1CCCc2ccccc21	8	-1	3	0.2	-7	1	39	-2	-8	1
CC(=O)N1CCN(c2nc3cc4c(cc3nc2NS(=O)(=O)c2ccccc2)OCCO4)CC1	-14	0	-14	-0.4	-6	3	-15	1	14	-15
COc1ccc(C(=O)CC(=O)c2ccccc2O)cc1	10	2	3	0.9	7	0	29	-5	-10	-9
Oc1ccccc1-c1nc(NC2CCCC2)c2ccccc2n1	82*	-8	-9	0.4	-6	-4	-5	-9	-82	3
